STAT3 activator = STAT3 signaling activation; U3A cells, IL-6 STAT3-luciferase reporter, luminescence; 100% = signal with IL-6 EC80 alone; activation (% of control), % at 5.6 µM; 190,000 tested, 0.91% active;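 active means activation above the screen-wide mean of compound activation plus 3 SD, cut at about 130% in these data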;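 further: 0% = background luminescence of wells with medium and substrate only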
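Test system: Human STAT1-deficient U3A cells with stable STAT3-luciferase reporter | Also added: Interleukin-6, 33 ng/mL | Timing: Compound pre-incubation 1 h before IL-6, then 6 h stimulation at 37 °C | Technique: Luciferase reporter luminescence | Read-out: Percent of IL-6-only median luminescence | Benchmarks: IL-6-only wells as 100% reference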
APP 5'UTR act = APP 5'UTR luciferase reporter activation; SH-SY5Y APP 5'UTR luciferase reporter, luminescence; zero percent = DMSO vehicle wells; activation, % at 2 µM; 190,000 tested, 1% active;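 active means activation above a set limit, based on mean plus 3 SD of controls, cut at about 140% in these data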; further: values of inactives mirror those of a sister screen read the other way
STAT1 activator = STAT1 signaling activation; NIH 3T3 STAT1-luciferase reporter, IFN-gamma, luminescence; 100% = IFN-gamma alone, no compound; activation (% of control), % at 5.5 µM; 200,000 tested, 2.6% active; AID 932;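 active means activation above the screen-wide mean activation plus 3 SD, cut at about 130% in these data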;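 further: raw ratio to IFN-gamma control signal so 100% means no change and 0% no light; values of inactives mirror those of a sister screen read the other way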
STAT3 inh = STAT3 signaling inhibition | AID 862 | 190,000 tested, 0.89% active | inhibition, % at 5.5 µM | U3A cells, IL-6 STAT3-luciferase reporter, luminescence; host cell line lacks STAT1;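 active means inhibition above the mean inhibition across all screened compounds plus 3 SD, cut at about 44% in these data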;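 further: 0% = DMSO only wells and 100% = 100 µM nifuroxazide control wells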
APP 5UTR inh = APP translation inhibition | 190,000 tested, 0.82% active | SH-SY5Y APP 5'UTR-luciferase reporter, luminescence | AID 1285 | inhibition, % at 2 µM;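 active means inhibition above a set limit, derived from the sample mean plus 3 SD, cut at about 45% in these data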; further: values of inactives mirror those of a sister screen read the other way
STAT1 inh = inhibitors of IFN-gamma induced STAT1 signaling; AID 920; NIH 3T3 STAT1-luciferase reporter, luminescence; 200,000 tested, 0.35% active; inhibition, % at 5.5 µM;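 active means inhibition above a set limit, the mean inhibition across all tested compounds plus 3 SD, cut at about 34% in these data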;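 further: 0% = IFN-gamma with DMSO and 100% = IFN-gamma with 300 µM nifuroxazide; values of inactives mirror those of a sister screen read the other way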
FLuc stim CS = affects firefly luciferase, flagging false hits in luciferase stimulation screens; activation factor at 10 µM; ATPlite luciferase biochemical, luminescence, 10 min; 0 = ATP-free wells, 1 = DMSO control; 200,000 tested, under 10 active; AID 1027; P08659;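 active means luciferase activation factor, scaled between plate controls, of at least 2 with compound at 10 µM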
Target sequence (P08659 whole entry, looked up): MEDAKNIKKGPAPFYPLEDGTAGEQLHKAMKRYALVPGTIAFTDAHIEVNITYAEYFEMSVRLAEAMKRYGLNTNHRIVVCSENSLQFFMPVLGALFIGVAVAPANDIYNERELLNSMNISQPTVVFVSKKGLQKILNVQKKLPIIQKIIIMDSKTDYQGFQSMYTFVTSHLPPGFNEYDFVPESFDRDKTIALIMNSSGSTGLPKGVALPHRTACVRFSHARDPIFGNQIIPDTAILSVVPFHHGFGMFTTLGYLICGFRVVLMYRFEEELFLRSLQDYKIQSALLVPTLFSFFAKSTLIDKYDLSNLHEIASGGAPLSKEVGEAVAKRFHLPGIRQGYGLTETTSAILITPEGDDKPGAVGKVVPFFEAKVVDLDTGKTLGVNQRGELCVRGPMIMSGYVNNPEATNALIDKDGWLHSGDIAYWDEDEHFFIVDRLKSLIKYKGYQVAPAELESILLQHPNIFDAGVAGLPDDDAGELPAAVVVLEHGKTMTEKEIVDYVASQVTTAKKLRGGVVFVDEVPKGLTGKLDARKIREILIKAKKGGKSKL
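Material: luciferase plus luciferin reagent, cell-free. Medium: PBS buffer for ATP. Also added: ATP substrate, dispensed from a 10.24 µM working solution in PBS. Doses: test compounds dosed from 2 mM stocks in 100% DMSO. Incubation: 10 min post-reagent at room temperature. Technique: light output (luminescence). Read-out basis: luminescence gain marking luciferase activators.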
FLuc inhib CS = Photinus pyralis luciferase inhibition counter-screen; P08659; ATPLite firefly luciferase biochemical luminescence, 10 min; inhibition, % at 10 µM; 200,000 tested, 1.5% active; AID 1006;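 active means inhibition above about 50% when tested at 10 µM, limit read from the data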
ROMK primary = human ROMK K+ channel modulation, primary screen; P48048; 130,000 tested, 2% active; B-score at 10 µM; Tet-inducible ROMK, thallium flux fluorescence; actives lie on both sides; AID 1918;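 active means signal ratio slope over the read window, or its plate-corrected B-score, at least 3 SD from the plate mean, either direction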;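 further: B-score of the F/F0 ratio slope over 7 to 12 s after thallium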
Target sequence (P48048 whole entry, looked up): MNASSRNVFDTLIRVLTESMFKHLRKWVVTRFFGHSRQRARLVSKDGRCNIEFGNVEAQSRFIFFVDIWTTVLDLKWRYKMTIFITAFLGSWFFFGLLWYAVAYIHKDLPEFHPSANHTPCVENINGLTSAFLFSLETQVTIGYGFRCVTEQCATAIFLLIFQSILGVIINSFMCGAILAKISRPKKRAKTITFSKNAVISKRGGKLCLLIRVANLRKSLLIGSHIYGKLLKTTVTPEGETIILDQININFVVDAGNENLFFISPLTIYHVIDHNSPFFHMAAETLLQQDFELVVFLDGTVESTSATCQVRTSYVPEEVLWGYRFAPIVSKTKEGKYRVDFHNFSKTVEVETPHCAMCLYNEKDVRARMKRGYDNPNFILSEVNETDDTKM
NF-kB expr up = NF-kB expression increase, human neuronal cells; AID 1239; fold change at 12.5 µM; 190,000 tested, 1.6% active; NF-kB reporter expression; hits give high values; in the data active means fold change above about 3.3
* = called active by the depositor; x = not tested or not shown. Hits appear at their usual frequency; overall some 7.1% were active at least once.

SMILES	STAT3 activator	APP 5'UTR act	STAT1 activator	STAT3 inh	APP 5UTR inh	STAT1 inh	FLuc stim CS	FLuc inhib CS	ROMK primary	NF-kB expr up
O=C1CN(C(=O)CC2c3ccccc3-c3ccccc32)CC(=O)N1	101.3	12.8	95.6	2.6	-12.8	4.8	1.1	-10.1	-0.136	1.04
Cc1ccc(NC(=O)C2CCCN(S(=O)(=O)c3ccc4c(c3)oc(=O)n4C)C2)nc1 (stereo unspecified)	92.7	12.8	89.4	9.1	-12.8	12.2	1	0.9	x	1
Cc1nn(CC(=O)Nc2ccc(N(C)C)cc2)c(C)c1[N+](=O)[O-]	103.6	-10.8	94.0	-7.1	10.8	6.7	1	-3.5	-0.385	1.25
CN(c1c[nH]c(=O)[nH]c1=O)C1CCCCC1	93.7	1.4	96.9	10.7	-1.4	1.2	1.1	-6.1	x	1.13
O=C(C1CCN(S(=O)(=O)c2cnc[nH]2)CC1)N1CCn2c1nc1ccccc12	89.2	-4.9	93.9	16.4	4.9	6.6	1.1	-6.2	x	1.44
CC(NC(=O)CSCc1ccc(Br)cc1)c1ccccc1 (stereo unspecified)	93.2	-2.1	97.0	12.7	2.1	1.5	1	0.3	-0.707	x
C=CCNC(=S)N/N=C/c1ccc(C(C)(C)C)cc1	94.6	9.3	104.1	6.6	-9.3	-4.2	0.8	19.0	-0.749	1.17
CCCCOc1ccc(/C=c2\sc3ncnn3c2=O)cc1	108.5	3.5	98.6	-6.5	-3.5	1.6	1	-4.9	x	0.91
Cc1ccccc1S(=O)(=O)Cc1ccc(C(=O)NC(C)c2ccc3c(c2)OCCO3)o1 (stereo unspecified)	94.3	-4.5	97.2	11.8	4.5	3.1	1	-4.2	x	0.83
COc1ccc(OC)c(C(=O)COC(=O)CNC(=O)c2ccccc2)c1	97.7	9.1	99.2	5.6	-9.1	0.8	1	-2.5	x	1.1
COCCCNC(=O)C1CCN(C(=O)c2cc3sccc3n2Cc2ccc(F)cc2)CC1	105.5	5.8	97.0	-2.2	-5.8	3.3	1	-3.7	0.313	0.67
CC(C)Oc1ccc(C2CC(=O)N(c3ccc(N(C)C)cc3)C2=O)cc1 (stereo unspecified)	104.6	-5.4	104.9	-4.1	5.4	-1.6	1.1	-7.7	0.328	1.12
O=C(COC(=O)c1ccncc1)c1ccccc1	97.1	-21.7	106.8	10.0	21.7	-8.9	0.9	13.4	0.277	1.05
O=C(C[n+]1cc(-c2ccc(Cl)cc2)n2c1CCC2)N1c2ccccc2Sc2ccccc21	101.5	14.3	95.7	0.4	-14.3	4.8	1.1	-5.8	-1.99	0.78
S=c1[nH]nc(CCSCc2ccccc2)n1-c1ccccc1	90.0	-14.7	98.5	18.2	14.7	-0.4	0.9	10.5	x	0.98
CCN(CC)CCN(Cc1cc2cc3c(cc2[nH]c1=O)OCO3)C(=S)NCC1CCCO1 (stereo unspecified)	102.9	9.8	95.9	-1.1	-9.8	2.6	1	-3.7	-0.0314	1.1
CCN(CC)c1ccc(NC(=O)c2ccccc2F)cc1	81.7	110.9	163.5*	25.0	-110.9	-69.5	0.5	46.8	x	6.08*
COC(=O)c1ccc(NC(=O)CCn2cccc2)cc1	100.6	20.4	107.7	3.6	-20.4	-8.5	1.1	-5.9	-0.395	1.21
CCCCC(=O)Oc1cc(C)[nH]c(=O)c1[N+](=O)[O-]	98.9	28.7	93.7	4.8	-28.7	5.6	0.9	5.8	x	1.04
NNC(=O)c1cc2c(N3CCC(Cc4ccccc4)CC3)ncnc2s1	82.5	-13.6	79.0	24.5	13.6	22.2	1	-4.3	-4.52*	1
O=C(c1ccc(Br)o1)N(Cc1ccccc1)Cc1ccccc1	100.2	-8.8	98.4	-3.1	8.8	1.8	1	-3.3	-1.64	0.85
O=C(N/N=C/c1ccc(O)cc1)c1csc2ccccc12	96.1	4.0	107.1	12.2	-4.0	-8.0	1	2.3	0.661	1.91
CCc1nnc(NC(=O)c2ccncc2)s1	98.5	-8.3	102.6	6.2	8.3	-1.3	1	1.7	-0.597	1.03
Cc1ccc2cc(C)c3nnc(SCC(=O)c4cccs4)n3c2c1C	109.1	6.9	89.0	-10.0	-6.9	12.3	1	1.9	0.00355	1.43
Cc1cc(-c2ccccc2)nc(N(C)NC(=O)c2cccc(C(F)(F)F)c2)c1S(C)(=O)=O	94.4	-18.9	96.9	12.2	18.9	3.4	1	-3.0	2.35	1.14
NC(=O)C1CCN(C(=O)CCSc2ccccc2)CC1	111.0	18.6	113.6	-12.3	-18.6	-14.7	1	-4.8	x	1.94
CCOC(=O)C(NC(=O)NCc1cccc(C(F)(F)F)c1)(OCC)C(F)(F)F (stereo unspecified)	110.9	-10.0	93.9	-12.9	10.0	7.0	1	2.4	-0.0429	1.09
CCCCNS(=O)(=O)c1ccc2nc(-c3cccnc3)cc(C(=O)NC(C)C)c2c1	98.8	-5.2	104.1	1.2	5.2	-4.5	1.1	-6.7	0.4	1.41
CN1C/C(=N\S(=O)(=O)c2ccccc2)N(C)C1=O	105.2	11.7	104.5	-2.1	-11.7	-4.9	1.1	-7.1	1.53	0.98
CC(C)Cc1nc2ccccc2n1CCc1ccccc1	101.2	8.3	109.9	2.4	-8.3	-10.9	1.1	-10.1	-0.553	1.25
CCN(CC)S(=O)(=O)c1cc([N+](=O)[O-])ccc1N1CCC(C(N)=O)CC1	113.8	23.6	94.3	-6.0	-23.6	4.2	1.1	-5.0	-0.312	1.12
CCOC(=O)C1=NN(C(C)=O)C2(CC(=O)N(c3ccc(C)c(C)c3)C2=O)C1 (stereo unspecified)	99.5	6.4	100.0	1.5	-6.4	0.0	1	-1.8	x	1.25
CCOc1ccccc1N/C(=N/c1nc(C)cc(C)n1)NC(=O)Nc1ccc(Cl)c(Cl)c1	87.0	-5.4	97.1	16.4	5.4	3.3	1	-4.7	x	2.39
Cc1nn(C)c(C)c1C1C(C#N)=C(N)OC2=C1C(=O)CC(C)(C)C2 (stereo unspecified)	109.3	-13.6	114.0	-13.2	13.6	-14.7	1	4.0	-0.685	0.97
CC(Oc1ccccc1)C(=O)Nc1nc2c(s1)C(=O)CC(C)(C)C2 (stereo unspecified)	107.8	-8.1	97.0	-6.9	8.1	3.4	1.1	-6.3	x	1.1
CC1CCC(=NNC(=O)Cc2cccn2C)CC1 (stereo unspecified)	104.2	0.4	111.9	2.4	-0.4	-15.0	1	-4.7	-0.589	1.12
CC(=O)Nc1ccc(OCc2cnc(Cl)s2)cc1	104.5	24.5	120.9	2.2	-24.5	-24.1	1	1.2	-0.563	1.09
CC1CC(C)CN(C(=O)CSC2=Nc3ccccc3C3=NC(Cc4c[nH]c5ccccc45)C(=O)N23)C1 (stereo unspecified)	140.2*	0.3	107.5	-47.5	-0.3	-8.2	1.1	-8.1	-1.39	1
O=C(Cn1[nH]c(=O)c2ccccc2c1=O)Nc1cccc(S(=O)(=O)N2CCCCCC2)c1	75.8	-3.6	83.8	30.6	3.6	16.0	1.1	-7.3	x	0.85
O=C(/C=C/c1c(F)cccc1Cl)Nc1nc2ccccc2[nH]1	101.5	115.0	130.1*	1.1	-115.0	-34.2	1	-1.6	x	1.41

Exported in CSV form: 7 of the compounds above
canonical_smiles,STAT3 activator,APP 5'UTR act,STAT1 activator,STAT3 inh,APP 5UTR inh,STAT1 inh,FLuc stim CS,FLuc inhib CS,ROMK primary,NF-kB expr up
CCOc1ccccc1N/C(=N/c1nc(C)cc(C)n1)NC(=O)Nc1ccc(Cl)c(Cl)c1,87.0,-5.4,97.1,16.4,5.4,3.3,1,-4.7,x,2.39
CCOC(=O)C1=NN(C(C)=O)C2(CC(=O)N(c3ccc(C)c(C)c3)C2=O)C1 (stereo unspecified),99.5,6.4,100.0,1.5,-6.4,0.0,1,-1.8,x,1.25
CCN(CC)S(=O)(=O)c1cc([N+](=O)[O-])ccc1N1CCC(C(N)=O)CC1,113.8,23.6,94.3,-6.0,-23.6,4.2,1.1,-5.0,-0.312,1.12
O=C(/C=C/c1c(F)cccc1Cl)Nc1nc2ccccc2[nH]1,101.5,115.0,130.1*,1.1,-115.0,-34.2,1,-1.6,x,1.41
O=C(Cn1[nH]c(=O)c2ccccc2c1=O)Nc1cccc(S(=O)(=O)N2CCCCCC2)c1,75.8,-3.6,83.8,30.6,3.6,16.0,1.1,-7.3,x,0.85
CN1C/C(=N\S(=O)(=O)c2ccccc2)N(C)C1=O,105.2,11.7,104.5,-2.1,-11.7,-4.9,1.1,-7.1,1.53,0.98
CC(C)Cc1nc2ccccc2n1CCc1ccccc1,101.2,8.3,109.9,2.4,-8.3,-10.9,1.1,-10.1,-0.553,1.25

The list continues.
SMILES	STAT3 activator	APP 5'UTR act	STAT1 activator	STAT3 inh	APP 5UTR inh	STAT1 inh	FLuc stim CS	FLuc inhib CS	ROMK primary	NF-kB expr up
COc1ccc(-c2csc(-c3cccs3)n2)cc1OC	113.6	171.6*	181.9*	-15.7	-171.6	-93.4	0.8	19.9	0.159	1.1
O=C(CCl)N1N=C(c2cccs2)CC1c1ccco1 (stereo unspecified)	84.3	-10.6	76.6	24.5	10.6	23.3	1	-4.7	-3.69	0.12
Cc1cc(C(F)(F)F)nn1CC(=O)N(C)C1CCCCC1	105.0	-6.4	99.8	-2.8	6.4	0.3	x	x	x	x
Cc1nc(Nc2ccc(S(=O)(=O)N3CCCCC3C)cc2)c2nnn(Cc3ccccc3)c2n1 (stereo unspecified)	95.4	4.7	105.0	3.1	-4.7	-5.6	1	-1.7	-0.0816	0.51
CC12CCC(C(=O)N3CCN(C(=O)C45CCC(C)(C(=O)O4)C5(C)C)CC3)(OC1=O)C2(C)C	102.5	19.3	102.7	1.1	-19.3	-2.9	x	x	x	x
O=C(CCc1ccccc1)Nc1ccccc1C(F)(F)F	106.9	6.1	103.0	-1.3	-6.1	-5.4	1	-1.6	-0.0653	1.38
CCc1ccccc1N(CC)C(=O)c1cn(C)c(=O)c2cc(OC)c(OC)cc12	98.9	0.6	102.7	4.8	-0.6	-2.9	1.1	-5.6	x	0.88
CC(=O)N1CCc2cc(S(=O)(=O)CCC(=O)N3CCN(C(=O)c4ccco4)CC3)ccc21	98.0	-13.5	100.6	6.5	13.5	-0.6	1	3.1	0.584	1.2
CCN(CC(=O)Nc1c(C(=O)OC)[nH]c2ccc(C)cc12)c1ccc2c(c1)OCO2	101.8	-16.3	98.1	1.6	16.3	2.1	1	0.5	x	0.46
O=C(NCc1ccc2[nH]c3c(c2c1)CCCC3)c1ccc(S(=O)(=O)N2CCCCC2)cc1	81.5	9.6	92.9	21.4	-9.6	7.8	1	-0.8	0.167	0.85
CCC(C)NS(=O)(=O)c1ccc(NC(=O)c2c(-c3ccccc3)noc2C)cc1 (stereo unspecified)	110.9	1.4	102.7	-8.4	-1.4	-2.9	1.1	-10.9	x	0.71
CCOc1ccc(C(=O)N2CCn3c2nc2ccccc23)cc1	85.8	7.0	121.5	20.4	-7.0	-24.5	1	3.8	1.08	1.59

High-throughput results deposited in PubChem by several laboratories.
